Growth percent in the NCI-60 one-dose screen (48 h, 10 µM unless noted): 100 = growth as untreated, 0 = no growth, -100 = all killed.
SW-620: SW-620 colon cancer; 5.2% of 82,000 active
TK-10: TK-10 renal cancer cells. AID 1794769. 3.9% of 81,000 active
HCT-15: HCT-15 colon cancer | 5.2% of 82,000 active | AID 1794746
786-0: 786-0 renal cancer cells | 5.1% of 81,000 active
HCT-116: HCT-116 colon cancer. 7.3% of 82,000 active. AID 1794798
HT29: HT29 colon cancer; AID 1794748; 7.4% of 81,000 active
UO-31: UO-31 renal cancer. 5.2% of 81,000 active. AID 1794768
SN12C: SN12C renal cancer cells | 3.8% of 81,000 active
HCC-2998: HCC-2998 colon cancer | 4.7% of 79,000 active | AID 1794799
An asterisk follows results filed as active; x = not tested or not shown; & = joins results of further samples. How the source made its calls: active means growth percent below 10; inactive means the rest.

Sample of the layout:
Molecule	SW-620	TK-10	HCT-15	786-0	HCT-116	HT29	UO-31	SN12C	HCC-2998
COS(=O)(=O)CCC(=O)Nc1cc(C(=O)Nc2cc(C(=O)NCCC(=O)NC3C(O)C(O)C(CO)O[C@@H]3O)n(C)c2)n(C)c1 (stereo not given in full)	105	98	105	98	101	111	90	100	100
C#CCOc1ccc2ncnc(Nc3cccc(NC(=O)C=C)c3)c2c1	90	45	71	56	74	43	41	65	91
CCOc1ccc(NC(C)=O)c([N+](=O)[O-])c1	98&106	102&91	103&105	100&106	101&92	102&97	84&89	98&101	107&101
O=C(N/N=C/c1ccc(Cl)cc1Cl)c1ccc(Br)o1	112	109	88	84	84	105	53	105	99
CN1CCN(Cc2ccc(C(=O)Nc3cccc(Nc4ccc5cc(O)ccc5n4)c3)cc2C(F)(F)F)CC1	-83*	24	-81*	-47*	1.5*	-49*	-37*	-64*	-97*
COc1cc(Cn2c(SCC(=O)NCc3ccc(S(N)(=O)=O)cc3)nc3ccccc3c2=O)cc(OC)c1OC	108	102	99	99	96	98	88	92	122

All compounds of this part (from the top)
Molecule	SW-620	TK-10	HCT-15	786-0	HCT-116	HT29	UO-31	SN12C	HCC-2998
COS(=O)(=O)CCC(=O)Nc1cc(C(=O)Nc2cc(C(=O)NCCC(=O)NC3C(O)C(O)C(CO)O[C@@H]3O)n(C)c2)n(C)c1 (stereo not given in full)	105	98	105	98	101	111	90	100	100
C#CCOc1ccc2ncnc(Nc3cccc(NC(=O)C=C)c3)c2c1	90	45	71	56	74	43	41	65	91
CCOc1ccc(NC(C)=O)c([N+](=O)[O-])c1	98&106	102&91	103&105	100&106	101&92	102&97	84&89	98&101	107&101
O=C(N/N=C/c1ccc(Cl)cc1Cl)c1ccc(Br)o1	112	109	88	84	84	105	53	105	99
CN1CCN(Cc2ccc(C(=O)Nc3cccc(Nc4ccc5cc(O)ccc5n4)c3)cc2C(F)(F)F)CC1	-83*	24	-81*	-47*	1.5*	-49*	-37*	-64*	-97*
COc1cc(Cn2c(SCC(=O)NCc3ccc(S(N)(=O)=O)cc3)nc3ccccc3c2=O)cc(OC)c1OC	108	102	99	99	96	98	88	92	122
CCN(CC)CCOC(=O)Nc1ccc(Cl)cc1	106	95	95	108	87	90	86	102	102
O=C1/C(=C/c2ccccc2)CCc2nc3ccccc3c(/C=C/c3ccc(Cl)cc3)c21	103	145	69	100	58	81	69	83	94
CN(C)CCC(=O)c1cccc([N+](=O)[O-])c1	99	101	97	102	102	109	82	107	109
Nc1cc(Cl)cc2cccnc12	102	109	103	109	109	101	68	91	94

(more compounds)
Molecule	SW-620	TK-10	HCT-15	786-0	HCT-116	HT29	UO-31	SN12C	HCC-2998
N=C(N)c1ccc(NCCNc2ccc(C(=N)N)cc2)cc1	106	111	91	117	114	103	87	46	119
Cc1cc(N2CCCC2)nc(Nc2ccc(NC(=O)CCc3ccccc3)cc2)n1	110	105	114	93	93	96	79	103	103
N=c1oc2ccccc2cc1C(=O)Nc1cc(-c2ccccc2)nn1-c1ccccc1	101	103	97	96	91	105	85	95	99
c1ccc2nc3c(cc2c1)oc1ncccc13	97	101	98	94	94	101	97	98	109
COc1ccc(-n2c(SCc3n[nH]c(=S)n3C(=O)c3ccc(Br)cc3)nc3cc(OC)c(OC)cc3c2=O)cc1	109	108	86	103	102	107	88	98	108
Cc1ccc(C(=O)/C(Cl)=N/O)cc1	110	102	99	95	97	101	90	104	102
CCOC(=O)C1=C(C(=O)OCC)N(c2ccc(F)cc2)C(N)=C(C#N)C1c1cc(=O)[nH]c2ccccc12 (stereo not given)	101	108	111	104	100	101	77	103	108
COc1ccc2[nH]c(=O)c(CSc3ccccc3Nc3nccc(-c4ccc5c(c4)OCO5)n3)cc2c1	106	100	74	90	70	75	76	89	110
CCC(C)(O)CCC(C)(O)CC (stereo not given)	112	103	112	99	101	113	91	108	88
CC(=O)Nc1cccc(C(=O)O)c1	98	97	103	100	101	107	96	100	110

The list goes on.
Molecule	SW-620	TK-10	HCT-15	786-0	HCT-116	HT29	UO-31	SN12C	HCC-2998
O=C(N[C@H]1C(O)[C@H](O)C(CO)O[C@H]1O)NS(=O)(=O)c1ccccc1 (stereo not given in full)	108	102	103	105	101	111	85	98	109
CC(C)(C)n1nnnc1C(Nc1cccc(C(F)(F)F)c1)c1cc2cccc3ccc4cccc1c4c32 (stereo not given)	83	108	66	101	55	72	71	88	91
CNC(=O)c1ccc(S(=O)(=O)Nc2ccc(NC(=O)CCCC(=O)O)cc2)cc1	99	104	114	102	111	93	84	95	105
COc1cc(C)cc2oc3oc(=N)c(-c4csc(-c5cc6ccccc6oc5=O)n4)cc3c(=O)c12	96	98	100	95	94	102	85	98	96
O=C(Nc1cccc(-c2nc3ccccc3c(=O)[nH]2)c1)c1ccc(Br)cc1	85	131	102	101	89	99	79	94	101
Cc1c(Cc2cccc(C(F)(F)F)c2)sc2nc(=O)c3cn(C)nc3n12	91	85	85	91	86	95	68	92	93
Cc1cc2ccccc2cc1Br	102	98	104	103	110	100	90	106	118
C(=N\Nc1nn[nH]n1)/c1ccccc1	92	100	100	101	106	114	98	113	102
CCOC(=O)CNc1ncnc2onc(-c3ccccc3)c12	94	100	109	107	99	97	85	96	104
CCC#CC[C@H]1C/C=C2/C(=O)C=C[C@@H]2C/C=C\CCCC(=O)O1	0.1*	-1.7*	-6.0*	-38*	-71*	-16*	-83*	0.8*	-67*

(next part)
Molecule	SW-620	TK-10	HCT-15	786-0	HCT-116	HT29	UO-31	SN12C	HCC-2998
CCC(c1ccc(OC)cc1)C(CC)c1ccc(O)c(CN2CCCC2)c1 (stereo not given)	0.3*	55	1.6*	4.6*	36	4.3*	15	23	-83*
Oc1ccccc1-c1n[nH]c(/C=C/c2ccc(Br)cc2)n1	108	88	77	89	83	86	70	96	98
[N-]=[N+]=Nc1nc(NC2CCCC2)nc(-c2ccc(C(F)(F)F)cc2)n1	70	135	64	94	77	85	76	88	84
COC(=O)CCc1c[nH]c2ccc([N+](=O)[O-])cc12	112	94	92	93	99	99	82	99	x
CC(=O)CCSc1ccc(OC(C)=O)cc1	105	96	101	100	97	90	87	101	90
C=CCOC(=O)c1ccco1	108	105	105	107	106	112	74	101	101
O=C(NC(=O)C1CC(=O)N(C(=O)Nc2ccc(Cl)c(Cl)c2)C1)Nc1ccc(Cl)c(Cl)c1 (stereo not given)	108	108	99	87	83	91	79	100	108
COc1ccccc1/C=C(\C)C(=O)O	102	98	107	99	68	101	95	91	112
O=C(O)[C@@H](Cc1ccc2ccccc2c1)NC(=O)n1c2ccccc2c2ccccc21	27	58	21	28	9.8*	4.6*	39	34	21
Cc1ccc([N+]2=NOC(=O)C2S(=O)(=O)Nc2ccc(-n3c(-c4ccc(Cl)cc4)nc4ccccc4c3=O)cc2)cc1 (stereo not given)	94	117	97	102	97	103	55	89	x

(continued)
Molecule	SW-620	TK-10	HCT-15	786-0	HCT-116	HT29	UO-31	SN12C	HCC-2998
Cc1ccc(/C(CSc2nc3[nH]c(=O)n(C)c(=O)c3[nH]2)=N\O)cc1	97	101	109	102	101	99	90	104	105
N#Cc1c(N2CCOCC2)nc(=S)[nH]c1-c1ccccc1	82	58	87	83	87	86	77	74	79
Cn1c(=O)c2c(nc(CO)n2C)n(C)c1=O	109	89	102	95	95	90	100	99	104
C[C@@H]1CN(c2ccc3ncc(C#Cc4cncc(C(=O)Nc5ccc(CN6CCN(C)CC6)c(C(F)(F)F)c5)c4)n3n2)C[C@@H](C)O1	-84*	-98*	-91*	-96*	-23*	-61*	-99*	-67*	-97*
O=C(/C=C/c1ccc(F)cc1)c1ccc(NC(=O)N2CCN(c3cc4c(cc3F)c(=O)c(C(=O)O)cn4C3CC3)CC2)cc1	92	92	101	92	57	98	78	93	103
CC1(C)CC2=C3C=C[C@@H]4[C@@]5(C)CC[C@H](O[C@@H]6O[C@H](CO)[C@@H](O)[C@H](O)[C@H]6O)C(C)(C)[C@@H]5CC[C@@]4(C)[C@]3(C)CC[C@@]2(C(=O)O)CC1=O	111	81	99	103	102	84	88	112	106
COc1cc(C2CC(c3cc(OC)c(OC)c(OC)c3)=NN2C(C)=O)ccc1Oc1nc2c(c(=O)n(C)c(=O)n2C)n1C (stereo not given)	102	110	101	110	104	91	85	88	107
CC(=O)c1ccc(NC(=O)Cn2c(Nc3ccc(S(N)(=O)=O)cc3)nc3c2c(=O)n(C)c(=O)n3C)cc1	103	100	102	104	106	98	86	103	108
COc1cccc(-c2cc(-c3ccc(N)cc3)[nH]c(=O)c2C#N)c1	105	120	105	104	108	107	86	100	103
O=c1[nH]c2ccc(Br)cc2c2c1C(c1ccc(Cl)cc1)c1c(ncn3nc(-c4ccco4)nc13)O2 (stereo not given)	74	110	65	x	68	73	35	74	87

Continuation.
Molecule	SW-620	TK-10	HCT-15	786-0	HCT-116	HT29	UO-31	SN12C	HCC-2998
CC(=O)OCC1OC(OCC(OC(C)=O)C(OC(C)=O)C(OC(C)=O)C(C#N)OC(C)=O)C(OC(C)=O)C(OC(C)=O)C1OC(C)=O (stereo not given)	102	103	100	101	102	110	89	109	108
CCCCCCCCCCCCCCCc1ccc(N)c(OC2OC(CO)C(O)C(O)C2O)c1 (stereo not given)	98	113	98	82	88	103	58	88	9.5*
C[C@@H]1C(=O)[C@@H]2C[C@@H](O)[C@@H](O)C[C@]2(C)[C@H]2CC[C@@]3(C)C(=C12)CC[C@@H]3[C@@](C)(O)[C@H](O)CCC(C)(C)O	106	96	107	100	103	98	89	104	97
COC(=O)[C@@H](Cc1c[nH]c2ccccc12)NC(=O)COc1cc(O)c2c(=O)cc(-c3ccccc3)oc2c1	108	131	72	88	74	97	60	87	110
COc1ccc(NC2CCC(=O)N2CN2C(=O)CCC2Nc2ccc(OC)cc2)cc1 (stereo not given)	83	89	57	79	75	82	64	94	99
O=C(c1ccccc1)C1C(c2ccccc2)C1[N+](=O)[O-] (stereo not given)	115	122	98	98	101	102	89	97	101
O=C(N/N=C/[C@H](O)[C@H](O)[C@H](O)CO)c1ccc(NC(=O)c2cccnc2)cc1	103	104	106	105	105	104	84	94	110
CC(C)(C)n1nnnc1C(NC12CC3CC(CC(C3)C1)C2)c1c2ccccc2cc2ccccc12 (stereo not given)	102	72	87	85	73	82	83	89	93
Nc1ccccc1NC(=O)c1ccc(NC(=O)C/C=C/c2cccnc2)cc1	16	29	30	53	-29*	18	18	29	9.7*
c1ccc([Se]CCCN2CCN(CCC[Se]c3ccccc3)CC2)cc1	101	129	91	96	74	96	x	104	115

(further entries)
Molecule	SW-620	TK-10	HCT-15	786-0	HCT-116	HT29	UO-31	SN12C	HCC-2998
O=C(Nc1ccccc1Cl)C1=NCC(=O)N(c2ccccc2)N1	107	136	94	96	96	108	84	100	124
COc1cc2c(c(OC)c1OC)C(=O)CC(c1cccc(NC(=O)c3cc(N)ccc3C)c1)O2 (stereo not given)	100	112	63	99	71	101	63	83	124
COc1ccc(-c2cc(C(=O)N3N=C(c4ccc(N)cc4)CC3c3ccc(OC)cc3)c3ccccc3n2)cc1 (stereo not given)	61	77	42	74	47	61	72	86	88
Nc1nnc(SCC(=O)NN2C(=O)NC3(CCCCC3)C2=O)s1	114	118	105	98	105	116	88	105	116
CC(C)(C)CC(C)(C)c1ccc(OCCSC(=N)N)cc1	-12*	72	1.5*	28	-12*	2.7*	37	54	-16*
COC(=O)c1oc2c(C(C)=O)c(OCCCN(C)C)ccc2c1C	106	91	100	96	54	69	75	109	116
CN(C)c1ccc(/C=c2\sc3nc(=O)c4nc(-c5ccccc5)c(-c5ccccc5)nc4n3c2=O)cc1	104	96	107	101	98	103	88	102	104
CC(=O)Nc1nc(O)c(C=Nc2cccnc2)s1	100	99	106	97	97	106	89	103	108
Cc1ccc(CC(C)C=O)cc1 (stereo not given)	106	101	106	97	98	84	87	92	105
COc1cc(-c2cc(-c3ccc(N(C)C)cc3)c(C#N)c(N3CCOCC3)n2)cc(OC)c1OC	98	100	83	76	78	97	69	86	87

More compounds follow.
Molecule	SW-620	TK-10	HCT-15	786-0	HCT-116	HT29	UO-31	SN12C	HCC-2998
CCCCOC(=O)c1ccc(Cl)cc1	98	106	108	102	100	103	94	104	106
N#Cc1c(-c2cccs2)nc2c(c(-c3ccccc3)nn2-c2ccccc2)c1-c1ccc2c(c1)OCO2	93	110	88	106	75	68	104	90	104
S=C1CCSC(=S)N1CCCN1C(=S)CCSC1=S	53	66	51	45	43	68	45	76	96
Cc1ccc([C@H]2C(C(=O)c3ccc(Cl)cc3)C3(N[C@@H]2c2ccccc2)C(=O)Nc2ccc(Cl)cc23)cc1 (stereo not given in full)	64	66	47	39	24	3.1*	31	-1.2*	19
COC(=O)c1c(C(=O)OC)c(-c2ccc(Cl)c(Cl)c2)n2c1CCC2	109	88	95	93	97	111	85	92	101
Cn1c(=O)c(-c2ccc(O)cc2)cc2c(N)ncnc21	115	74	102	71	96	88	52	79	110
CC1(N=Cc2cc(Cl)ccc2O)COP(=O)(Nc2ccccc2)OC1 (stereo not given)	91	96	109	101	97	93	60	97	x
O=C(O)c1cccc(I)c1C(=O)O	110	110	110	101	97	109	84	99	108
COc1ccc(/C=c2\sc3n(c2=O)NC2C(N=3)N(C)C(=O)N2C)cc1 (stereo not given)	105	112	96	98	100	103	78	101	108
CN(C)CCCOc1ccc(C(=C(c2ccccc2)C2CCCC2)c2ccc(OCCCN(C)C)cc2)cc1	-34*	-93*	-89*	-80*	-45*	-86*	-97*	-82*	-84*

(list continues)
Molecule	SW-620	TK-10	HCT-15	786-0	HCT-116	HT29	UO-31	SN12C	HCC-2998
CN1CCC(c2ccccc2)(c2ccccc2)C(=O)C1	x	76	70	87	65	82	69	101	82
Cc1ccc(Nc2nc(=O)[nH]c(N)c2N=O)cc1C	104	106	99	110	110	97	82	99	105
COc1ccccc1N=NNc1ccc(S(=O)(=O)NC(C)=O)cc1	105	130	104	119	104	111	67	93	104
c1ccc2c(-c3nc(-c4ccsc4)cs3)c[nH]c2c1	95	136	95	112	106	104	65	95	103
